TNAP activation fold – human TNAP enzyme activators, primary screen, biochemical, luminescent, no phosphate acceptor, uHTS (AID 1001). purified TNAP, luminescent activation assay, no phosphate acceptor; higher activation fold means a stronger effect. activation fold at 20 µM, or EC50 in µM where a hit was titrated. actives 0.03% (n = 200,000); in the data active = activation fold from about 3, or a potency from the dose series; inactive = the rest, 99 in 100 with activation fold below about 1.6; note: many of its hits are not listed in these tables
b-catenin transl – modulators of beta-catenin nuclear translocation; actives 0.3% (n = 190,000); HeLa beta-catenin nuclear translocation, immunofluorescence imaging; nuclear translocation activity, % at 5 µM;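 active = nuclear translocation activity above 50% at 5 µM, with a well cell count of 50 or more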;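 note: per-cell ratio of nuclear to cytoplasmic median beta-catenin stain intensity; plate controls were DMSO negative control for no effect and GSK-3 inhibitor IX positive control for full effect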
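Assay system: human HeLa cells, native beta-catenin; doses: 5 µM primary, 0.02–20 µM confirmation; incubation: compound treatment 24 h, 37°C, 5% CO2; technique: fluorescence imaging of beta-catenin antibody stain plus DAPI; measure: % activation, nuclear-to-cytoplasmic median beta-catenin signal ratio per cell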
Dynein transport – dynein cargo transport inhibition; 3617.4 mouse cells, GR-EGFP nuclear translocation imaging; test concentration mostly 20 µM; stimulated with dexamethasone, 1 µM; active compounds read low; z-score, hits read low; actives 0.47% (n = 220,000);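 active = plate z-score of nuclear minus cytoplasmic receptor signal below a set negative limit, without overly bright fluorescence or cell loss, cut at about -3.5 in these data, passing the limit was not always enough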;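 note: z-score of nuclear minus cytoplasmic ring GR-EGFP intensity difference per well; some compounds called inactive have numbers as strong as hits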
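Buffer or medium – tet-free medium with charcoal-stripped serum · Signal – automated 10x imaging of fixed Hoechst-stained cells · Also added – dexamethasone agonist, 1.0 µM final, for 30 min · Incubation – induction 48 h, compound 1 h, agonist 30 min · Read-out – GR-EGFP nuclear translocation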
PMI inhibitors – MPI enzyme activity inhibition – biochemical, fluorescence intensity, coupled assay, primary screen (AID 1209); purified PMI enzyme, coupled fluorescence intensity; higher % means a stronger effect; inhibition, % at 20 µM, or IC50 in µM where a hit was titrated; actives 0.42% (n = 190,000); in the data active = inhibition above about 50%;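 note: plate controls were DMSO vehicle for no effect and wells lacking substrate for full effect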
MT stabilize HCS – microtubule stabilizers in HeLa cells; HeLa tubulin immunostaining HCS, 24 h; share of cells brighter than vehicle mean+2SD; actives 0.83% (n = 200,000); % tubulin-high responders, % at 10 µM; AID 2205;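 active = plate Z-score above 3 for both tubulin-high and condensed-nucleus cell shares, with cell loss under 80%, at 10 µM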;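 note: anti alpha tubulin signal scored within the nucleus-defined area of each cell; some results filed as inactive read as strong as hits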
Ins promoter up – MIN6 insulin promoter up-regulation; MIN6 insulin promoter-GFP reporter, high-content imaging; active compounds read high; actives 0.3% (n = 190,000); z-score at 5 µM; AID 1625;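 active = z-score above 3 at 5 µM with at least 500 cells counted in the well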
Lipid droplet – hepatic lipid droplet formation modulation. inhibition, % at 6.5 µM. AID 1656. AML12 mouse hepatocytes, oleate lipid droplets, BODIPY imaging. actives 0.4% (n = 240,000);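 active = lipid droplet intensity inhibited by at least 50%, with more than 500 cells counted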
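Test system: AML12 hepatocytes (mouse); reagent: oleate loading, 100 µM; dosing: one dose, 6.5 µM compound; incubation: overnight exposure; signal: fluorescence imaging, 20x objective, two fields per well; read-out basis: % inhibition of corrected integrated BODIPY droplet signal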
Myeloid diff 2 – promotes myeloid progenitor differentiation | ER-HoxA9 myeloid progenitors, lysozyme-GFP differentiation, flow cytometry | calls only at 10 µM | actives 1% (n = 360,000) | AID 624256;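 active = normalized GFP-positive differentiation at or above the plate's own cutoff, the solvent-only control mean plus 3 SD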;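 note: cells exposed to compound for four days before flow analysis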
T cell modulator – T cell immune modulators affecting CD8 T cell-vesicle binding. 2C CD8+ T cell-vesicle binding, flow cytometry; active compounds read low. calls only at 7 µM. actives 0.068% (n = 330,000);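 active = response, share of CD8 T cells binding vesicles, and their 90th percentile fluorescence all below set limits, cut at about 80% in these data, passing the limit was not always enough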
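Incubation: binding step 1.5 h, 37 °C, antibody labelling 20 min, ice; system: murine 2C transgenic CD8+ T lymphocytes; technique: cytometric PE anti-B7-1 and Alexa647 anti-CD8 signals after 1% paraformaldehyde fixation; also added: QL9-charged Drosophila Ld/ICAM-1/B7-1 vesicles; control set: naked versus QL9-loaded vesicles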
Dynein transport cytoplasmic EGFP – further read-out of Dynein transport, marked with its call; z-score; measured here: cytoplasmic GR-EGFP intensity; active compounds read high
Dynein transport nuclear GR-EGFP – also measured in Dynein transport; calls as there; z-score; measured here: nuclear GR-EGFP intensity;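 lower value marks the stronger effect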
Dynein transport cell count – recorded beside Dynein transport, whose call it bears; z-score; measured here: cell count per field
Ins promoter up cell count – second read-out of Ins promoter up, no call of its own (marks repeat the call); cell count; measured here: cytotoxicity, nuclei count;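 total cells summed across four imaged fields per well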
Lipid droplet cells 6.5 µM – second read-out of Lipid droplet, no call of its own (marks repeat the call); cell count; measured here: cell count, cytotoxicity flag;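 cells counted across two imaged fields per well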
b-catenin transl cell count 5 µM – also measured in b-catenin transl; calls as there; cell count; measured here: cell count, cytotoxicity flag
T cell modulator vesicle-bound % – second read-out of T cell modulator, no call of its own (marks repeat the call); double positive events, %; measured here: CD8+ vesicle-bound cell fraction;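 binding gate set so that unloaded-vesicle control wells show 10% double positive cells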
MT stabilize HCS Hoechst-high % – second read-out of MT stabilize HCS, no call of its own (marks repeat the call); % Hoechst-high responders; measured here: nuclear condensation Hoechst responders;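 share of cells brighter than vehicle mean plus two SD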
MT stabilize HCS cytotoxicity % – second read-out of MT stabilize HCS, no call of its own (marks repeat the call); toxicity, %; measured here: cytotoxicity by cell density;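 0% = mean cell density of plate MIN control wells and 100% = no cells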
Myeloid diff 2 GFP+ MAC1+ % – recorded beside Myeloid diff 2, whose call it bears; GFP+ MAC1+ double positive, %; measured here: differentiation confirmed by MAC1 staining
* = called active by the depositor; i = inactive; · = not tested or not shown; + = active, no number.

Values run as follows: TNAP activation fold	b-catenin transl	b-catenin transl cell count 5 µM	Dynein transport	Dynein transport cytoplasmic EGFP	Dynein transport nuclear GR-EGFP	Dynein transport cell count	PMI inhibitors	MT stabilize HCS	MT stabilize HCS Hoechst-high %	MT stabilize HCS cytotoxicity %	Ins promoter up	Ins promoter up cell count	Lipid droplet	Lipid droplet cells 6.5 µM	Myeloid diff 2	Myeloid diff 2 GFP+ MAC1+ %	T cell modulator	T cell modulator vesicle-bound %
CC(C)(C)NC(=S)NCc1ccco1
    1.2	-0.3	610	3.72	-0.0322	2.08	-1.22	-14.2%	8.9	1.5	7.3	0.8	1345	-9.8	753	i	1.1	i	24.3
COc1ccc(/C=N/NC(=O)c2cccc(NC(=O)c3ccccc3Cl)c2)cc1OC
    1	-2.5	561	-0.632	-0.214	-0.288	0.639	2.2%	2.1	2.0	2.2	·	·	4.9	791	i	0.3	i	35.2
COc1ccc(S(=O)(=O)N2CCc3ccccc32)cc1C(=O)Nc1cccnc1
    ·	-0.4	1434	-0.0289	-0.24	-0.0637	-0.176	·	·	·	·	0.29	1126	0.3	769	i	0.0	i	12.5
CC(=O)N1CCc2cc(Br)cc(S(=O)(=O)CCC(=O)N3CCN(c4ccccn4)CC3)c21
    1	·	·	0.404	-0.33	0.364	-0.288	2.7%	1.4	1.5	8.7	-0.5	1245	-35.4	756	i	0.7	i	54.7
CS(=O)(=O)NCc1csc(-c2ccccc2)n1
    1.2	-2.7	921	-0.0328	0.311	-0.0441	-0.0471	0.7%	3.3	2.8	10.1	-0.74	1608	·	·	i	1.1	i	49.0
CC1(C)Cc2nc3sc4c(=O)n(CC(N)=O)cnc4c3cc2CO1
    1.1	-2.4	791	0.367	-0.222	0.533	0.564	1.3%	2.2	2.1	9.5	0.72	1297	·	·	i	0.9	i	35.2
O=C(Nc1ccc2snnc2c1)N1CCOCC1
    1.2	-0.6	1215	-0.485	-0.207	-0.119	0.472	-3.2%	2.3	1.9	12.6	-0.08	984	·	·	i	0.5	i	43.0
Cc1ccc(C2=Nc3ccc(Br)cc3C(c3ccncc3)=NN2)cc1
    1.1	0.5	1525	-0.46	-0.278	0.147	0.415	·	1.7	1.3	3.6	·	·	-0.2	691	i	0.2	i	41.9
CCC(=O)NC1OC(CO)C(O)C(O)C1O (stereo not drawn)
    1.1	0.5	1471	0.56	-0.327	0.14	-0.118	1.9%	4.3	2.1	6.8	0.62	1580	-0.7	706	i	0.3	i	51.2
O=C(CCN1C(=O)c2ccccc2C1=O)N1CCOCC1
    1.1	·	·	-0.667	-0.274	-0.987	1.42	4.7%	3.3	1.8	7.0	·	·	1.3	757	i	0.7	i	52.7

Next part (2 carried over from the part before).
Values run as follows: TNAP activation fold	b-catenin transl	b-catenin transl cell count 5 µM	Dynein transport	Dynein transport cytoplasmic EGFP	Dynein transport nuclear GR-EGFP	Dynein transport cell count	PMI inhibitors	MT stabilize HCS	MT stabilize HCS Hoechst-high %	MT stabilize HCS cytotoxicity %	Ins promoter up	Ins promoter up cell count	Lipid droplet	Lipid droplet cells 6.5 µM	Myeloid diff 2	Myeloid diff 2 GFP+ MAC1+ %	T cell modulator	T cell modulator vesicle-bound %
CCC(=O)NC1OC(CO)C(O)C(O)C1O (stereo not drawn)
    1.1	0.5	1471	0.56	-0.327	0.14	-0.118	1.9%	4.3	2.1	6.8	0.62	1580	-0.7	706	i	0.3	i	51.2
O=C(CCN1C(=O)c2ccccc2C1=O)N1CCOCC1
    1.1	·	·	-0.667	-0.274	-0.987	1.42	4.7%	3.3	1.8	7.0	·	·	1.3	757	i	0.7	i	52.7
Cc1cc(C(=O)N2CCN(C(c3ccccc3)c3ccccc3)CC2)on1
    1.2	·	·	0.0911	-0.158	0.164	-0.158	8.3%	3.0	2.1	2.2	0.22	768	·	·	i	2.0	i	39.7
Cc1ccc(C)c(Nc2cc(C(=O)NCc3cccnc3)c3ccccc3n2)c1
    ·	0.6	1326	0.763	-0.192	0.815	-0.481	·	·	·	·	0.37	1039	-7.3	748	i	0.7	i	33.3
c1ccc(-c2nnc(CN3CCN(c4ccccc4)CC3)o2)cc1
    1	-1.7	1111	-0.333	-0.209	0.0971	-0.92	0.6%	3.9	1.9	9.1	-0.24	1197	17.4	647	i	0.6	i	40.4
Cn1c(=O)c2c(nc(N/N=C/c3cccs3)n2Cc2ccccc2)n(C)c1=O
    ·	-0.7	986	0.208	-0.187	0.152	-0.41	-1.3%	9.6	1.4	10.3	-0.62	2191	9.9	606	i	0.7	i	59.0
CCC(C)c1ccccc1NC(=S)Nc1cccnc1 (stereo not drawn)
    1.1	-3.7	980	0.834	-0.156	0.368	0.342	-12.8%	2.5	1.3	6.1	1.36	1378	·	·	i	0.8	i	51.4
O=C(NCc1ccco1)c1ccccc1-c1nc(-c2ccccc2)no1
    1.2	·	·	-1.03	-0.144	-0.607	0.293	4.4%	2.8	2.8	10.0	·	·	16.7	815	i	7.7	i	20.6
CCOC(=O)COn1c(=O)c(=O)n(OC)c2ccccc21
    1.1	-1.0	1089	-0.595	-0.195	-0.385	0.458	4.1%	2.0	1.4	5.0	0.91	1176	·	·	i	0.4	i	4.1
CCOc1ccc(OCC)c(NC(=O)CSc2nnc(Cn3cnc4ccccc43)n2C)c1
    1	-0.4	1237	1.53	-0.223	1.15	-0.0942	-8.9%	2.6	1.2	1.8	-0.44	1075	-3.1	710	i	2.0	i	23.5
COc1cc(C(C#N)N2CCC(c3ccccc3)=N2)ccc1O (stereo not drawn)
    ·	1.2	1324	0.678	-0.173	0.916	-1.77	·	·	·	·	-0.27	940	-21.3	702	i	0.2	i	49.3
c1coc(-c2nc3nc4ccccc4nc3n2-c2ccc3c(c2)OCCO3)c1
    1.1	0.6	1144	2.38	-0.0292	2.46	-1.39	-2.5%	2.1	3.4	7.3	0.39	1216	-14.1	844	i	0.0	·	·
CCc1nc(C)ccc1OCC(=O)NCCCN(C)C
    1.1	0.5	578	-0.362	-0.237	0.0187	-0.342	-16.1%	4.6	3.3	8.1	0.03	1121	·	·	i	3.0	i	45.4
Cc1cnn(C(=S)NCc2ccco2)c1
    1	0.0	987	-0.303	-0.182	-0.193	0.293	16.3%	2.3	2.4	8.6	0.25	1238	3.7	729	i	1.1	i	44.7
CCOC(=O)Cc1csc(NC(=O)c2c(O)c3c(n(CC(C)C)c2=O)CCCC3)n1
    ·	-1.9	1311	0.456	-0.277	-0.193	0.605	·	·	·	·	-0.15	1061	-9.1	731	i	0.4	i	37.5
CCOC(=O)C1=C(C)OC(N)=C(C#N)C1c1cccs1 (stereo not drawn)
    1.1	-0.2	1095	-0.055	0.082	-0.135	0.122	-6.8%	2.2	1.2	1.5	-1	1129	2.4	728	i	0.3	i	19.9
Cc1ccccc1OCCNC(=O)/C=C/c1ccc([N+](=O)[O-])cc1
    1.2	1.3	803	0.312	-0.272	0.209	2.24	18.0%	3.9	2.4	5.0	0.58	1327	-10.5	613	i	0.7	i	15.2
Cc1cc(C(=O)CSc2nnc(-c3ccco3)o2)c(C)n1Cc1ccco1
    1	1.1	1132	1.48	-0.105	1.17	-1.82	3.1%	4.8	1.5	8.0	·	·	1.8	794	i	1.2	i	36.2
COc1cc(OC)nc(NC(=O)CCl)n1
    1.1	-0.2	1026	-0.702	-0.249	-0.2	0.657	-11.3%	1.4	1.1	5.4	0.12	1555	-0.8	598	i	1.1	i	48.9
O=C(O)CCc1cccnc1
    ·	-0.2	1280	-0.438	0.316	0.687	-0.858	·	·	·	·	0.94	911	3.2	790	i	0.5	i	64.0
CCN(CC)CCC/C(=N\O)C(O)(c1ccccc1)c1ccccc1
    1.1	0.4	952	-1.02	-0.278	-0.334	0.506	7.2%	1.2	1.8	4.8	-0.62	1557	3.4	675	i	0.4	i	27.0
CCCCc1ccc(NC(=S)N2CCC(O)CC2)cc1
    1.1	-2.9	1112	-0.706	-0.348	0.0601	0.404	0.7%	1.2	1.0	6.3	0.15	1358	3.7	689	+	·	i	49.6

Screening results: PubChem, several laboratories
